Screening data: PubChem BioAssay, Sanford-Burnham Center for Chemical Genomics
CYP2C19 inhib = blockers of cytochrome P450 2C19 activity – biochemical, luminescence, ADME assay, primary screen; hit rate 21% among 96,000; CYP2C19 Supersomes, luciferin-H EGE luminescence, 30 min; P33261; inhibition, % at 5 µM;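 active means CYP2C19 inhibition above a set limit at 5 µM in the primary screen, cut at about 50% in these data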;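 further: plate controls were negative control wells for no effect and 2.5 mM tranylcypromine positive control for full effect; values of inactives mirror those of a sister screen read the other way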
CYP2C9 inh = blockers of cytochrome P450 2C9 activity – biochemical, luminescence, ADME assay, primary screen | P11712 | CYP2C9 Supersomes, luciferin-H conversion | inhibition, % at 5 µM | hit rate 20% among 96,000 | AID 777, 2007;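 active means blocking of liver enzyme CYP2C9 beyond about 50% at 5 µM, limit read from the data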; further: values of inactives mirror those of a sister screen read the other way
Target sequence (P11712 whole entry, looked up): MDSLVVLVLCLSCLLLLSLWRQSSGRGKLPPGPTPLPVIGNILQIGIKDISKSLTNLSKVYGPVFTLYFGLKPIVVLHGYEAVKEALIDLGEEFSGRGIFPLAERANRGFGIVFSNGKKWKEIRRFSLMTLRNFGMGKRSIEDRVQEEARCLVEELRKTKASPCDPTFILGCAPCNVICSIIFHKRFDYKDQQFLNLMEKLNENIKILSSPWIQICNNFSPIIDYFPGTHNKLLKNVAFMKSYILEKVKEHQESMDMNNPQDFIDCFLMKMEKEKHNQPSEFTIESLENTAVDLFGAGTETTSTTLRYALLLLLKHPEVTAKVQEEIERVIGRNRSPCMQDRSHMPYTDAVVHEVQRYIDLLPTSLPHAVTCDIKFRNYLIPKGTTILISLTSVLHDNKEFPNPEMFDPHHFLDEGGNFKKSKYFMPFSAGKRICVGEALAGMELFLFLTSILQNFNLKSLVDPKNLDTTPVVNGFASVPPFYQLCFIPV
CYP2C19 act = human CYP2C19 activators, primary screen, biochemical, luminescence | 96,000 tested, under 10 active | Cytochrome P450 2C19 (Homo sapiens), P33261 | activation factor at 5 µM | recombinant CYP2C19, luciferin-H EGE luminescence; stronger effect = higher value; 0 = fully inhibited enzyme, 1 = untreated enzyme | AID 1025, 2008;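 active means activation factor of at least 2 at 5 µM in the primary screen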;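 further: 0 = wells with 2.5 mM tranylcypromine and 1 = vehicle-only wells; values of inactives mirror those of a sister screen read the other way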
MT1-MMP txn act = MT1-MMP promoter reporter activation – cell-based, luciferase luminescence, primary screen; HT1080 MT1-MMP promoter luciferase reporter, overnight; stronger effect = higher value; activation factor at 10 µM; hit rate 0.16% among 86,000; AID 750, 2007;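 active means activation factor of at least 2 for MT1-MMP transcription at 10 µM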
Mac1 fbg inh = inhibitors of CD11b/CD18 adhesion to fibrinogen, primary screen, K562 cells, luminescence | Integrin beta-2 (Homo sapiens) + Integrin alpha-M (Homo sapiens), P05107+P11215 | inhibition, % at 10 µM | hit rate 0.54% among 93,000 | AID 1497, 2009 | ATPlite luminescence; Mn2+ added to activate the integrin;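 active means primary inhibition of 50% or more at 10 µM, then 40% or more on retest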; further: some results filed as inactive read as strong as hits
CD11b adhes enh = enhancers of CD11b/CD18 adhesion to fibrinogen, primary screen, K562 cells, luminescence | Integrin beta-2 (Homo sapiens) + Integrin alpha-M (Homo sapiens), P05107+P11215 | ATPlite luminescence | activation, % at 10 µM | hit rate 0.07% among 93,000;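 active means 10 µM primary screen giving 50% or more activity, confirmed by 40% or more on retest at that dose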; further: strong numbers were not always called active; reference of the scale not given here
PLAP act = PLAP enzyme activators, biochemical, luminescence, HTS; activation fold at 20 µM; hit rate 1.2% among 96,000; purified PLAP enzyme, luminescent substrate read-out; stronger effect = higher value; Alkaline phosphatase, placental type (Homo sapiens), P05187; in the data active means activation fold above about 2
Target sequence (P05187 whole entry, looked up): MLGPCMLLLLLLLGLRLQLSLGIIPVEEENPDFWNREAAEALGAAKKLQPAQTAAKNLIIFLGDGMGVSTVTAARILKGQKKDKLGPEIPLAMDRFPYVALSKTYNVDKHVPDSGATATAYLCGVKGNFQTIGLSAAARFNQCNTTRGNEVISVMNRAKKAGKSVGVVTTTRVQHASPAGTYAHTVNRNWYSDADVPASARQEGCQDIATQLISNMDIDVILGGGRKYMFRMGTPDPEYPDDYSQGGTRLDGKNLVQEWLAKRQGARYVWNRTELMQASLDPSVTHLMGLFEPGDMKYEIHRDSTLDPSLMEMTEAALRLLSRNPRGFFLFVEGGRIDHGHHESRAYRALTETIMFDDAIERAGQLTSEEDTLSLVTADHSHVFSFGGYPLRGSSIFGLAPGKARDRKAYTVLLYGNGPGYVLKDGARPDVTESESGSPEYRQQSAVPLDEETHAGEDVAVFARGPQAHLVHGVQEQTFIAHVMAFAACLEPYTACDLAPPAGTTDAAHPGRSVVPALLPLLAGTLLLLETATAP
Pyk2 oligo antag = antagonists of Pyk2 self-association, primary screen, Q293 cells, FERM NanoBiT luminescence, HTS; Protein-tyrosine kinase 2-beta (Homo sapiens), Q14289; stronger effect = lower value; z-score (the deposit names both 25 µM and 10 µM); hit rate 0.83% among 99,000;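 active means Z-score of -3 or lower, scaled per plate to the spread of control and sample wells; inactive means z-score above -3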;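 further: negative z-score means lost luminescence so less FERM oligomerization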
CYP2C9 activ = human CYP2C9 activators, primary screen, biochemical, luminescence. hit rate 1.4% among 96,000. recombinant CYP2C9, luciferin-H conversion; stronger effect = higher value; factor 1 = untreated enzyme, 0 = blocked. activation factor at 5 µM. Cytochrome P450 2C9 (Homo sapiens), P11712;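 active means activation factor of 2 or more for CYP2C9 at a 5 µM dose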;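 further: 0 = sulfaphenazole-blocked wells and 1 = vehicle-only wells; values of inactives mirror those of a sister screen read the other way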
Numbers without * were called inactive; · = no result given. This is a subset. The share of hits here may be higher or lower than overall.

Structure,CYP2C19 inhib,CYP2C9 inh,CYP2C19 act,MT1-MMP txn act,Mac1 fbg inh,CD11b adhes enh,PLAP act,Pyk2 oligo antag,CYP2C9 activ
CCOC(=O)Cn1cc([N+](=O)[O-])nc1[N+](=O)[O-],0,-2,1,·,·,·,0.9,0.47,1
CCc1cc2c(s1)NC(=O)CN=C2c1cccs1,44,39,0.6,1,19,-2,1.3,-0.41,0.6
Cc1ccc(-c2nc3ccccc3c(=O)n2-c2ncccc2C)cc1,-9,0,1.1,·,·,·,1.1,-0.85,1
CCOP(=O)(OCC)C(CC)N1CCOCC1 (configuration not stated),-5,-7,1,1.1,-7,4,0.9,-0.47,1.1
OC1(c2ccc(F)cc2)CCNC1 (configuration not stated),0,-9,1,1.1,·,·,0.9,1,1.1
O=S(=O)(c1ccccc1)N1CN2CCN(C2)C1,6,5,0.9,1.1,-10,3,1,0.57,0.9
CCc1nc2ccccc2c(=O)n1-c1ccc2ccccc2c1,93*,12,0.1,·,-15,-2,0.8,-0.72,0.9
O=C1C(c2ccccc2)=C(N2CC2)c2ccccc21,34,7,0.7,1.1,-8,3,0.7,0.57,0.9
Cc1cccn2c(NCC3CCCO3)c(C(C)C)nc12 (configuration not stated),1,1,1,1.2,-2,-1,0.9,0.04,1
CCCCCn1c(=O)c(C(=O)Nc2c(C)n(C)n(-c3ccccc3)c2=O)c(O)c2ccccc21,1,26,1,·,·,·,1.4,0.24,0.7
O=C(c1cc(-c2ccncc2)nc2ccccc12)N1CCC2(CC1)OCCO2,35,42,0.6,1.3,-14,3,1.1,-0.06,0.6
Oc1ccc(CC2CC3CCN2CC3)cc1O (configuration not stated),-11,0,1.1,1.1,8,-4,0.1,1.2,1
Cn1c(O)c(C=Nc2ccc(Cl)cc2)c(=O)n(C)c1=O,4,3,1,1.1,-14,-1,0.9,0.45,1
CCCCCCn1c(O)c(C=NC2CCN(Cc3ccccc3)CC2)c(=O)[nH]c1=O,26,73*,0.7,1.1,50,-4,1.9,0.26,0.3
O=c1[nH]c(=O)n(Cc2ccccc2)c(O)c1C=NCCN1CCNCC1,17,23,0.8,1,2,-1,1.4,-0.65,0.8
O=c1[nH]c(=O)n(Cc2ccccc2)c(O)c1C=Nc1ccc(CN2CCOCC2)cc1,-15,-11,1.1,1.1,20,-1,1.3,0.71,1.1
COc1ccc(S(=O)(=O)Cc2ccc(C(=O)N3CCC4(CC3)OCCO4)o2)cc1,36,-5,0.6,1.2,3,-4,1.1,0.47,1.1
COCCOC(=O)c1c(C)oc2ccc(OC(=O)N(C)C)cc12,63*,42,0.4,1.1,24,8,1.8,0.49,0.6
COc1ccc(C2C(C#N)=C(N)Oc3c2c(=O)oc2ccccc32)cc1Cn1cc([N+](=O)[O-])cn1 (configuration not stated),33,97*,0.7,·,·,·,1.1,-0.45,0
O=c1[nH]c(=O)n(Cc2ccc(F)cc2)c(O)c1C=NCCN1CCCCC1,1,-5,1,1.1,·,·,0.9,0.74,1.1

No new results follow: an excerpt of the list.
Structure,CYP2C19 inhib,CYP2C9 inh,CYP2C19 act,MT1-MMP txn act,Mac1 fbg inh,CD11b adhes enh,PLAP act,Pyk2 oligo antag,CYP2C9 activ
CCOC(=O)Cn1cc([N+](=O)[O-])nc1[N+](=O)[O-],0,-2,1,·,·,·,0.9,0.47,1
CCc1cc2c(s1)NC(=O)CN=C2c1cccs1,44,39,0.6,1,19,-2,1.3,-0.41,0.6

(list continues)
Structure,CYP2C19 inhib,CYP2C9 inh,CYP2C19 act,MT1-MMP txn act,Mac1 fbg inh,CD11b adhes enh,PLAP act,Pyk2 oligo antag,CYP2C9 activ
Cc1ccc2nc3c(cc2c1)CC1(C(=O)N(C)C(=O)N(C)C1=O)C1COCCN31 (configuration not stated),4,19,1,1.3,11,-2,1.2,2.1,0.8
Cc1c2cnn(CC(=O)N3CCC4(CC3)OCCO4)c(=O)c2c(C)n1Cc1ccccc1F,24,42,0.8,1.1,-8,-3,1.4,0.82,0.6
O=P(/C(=N/O)N1CCCCC1)(N1CCOCC1)N1CCOCC1,-11,8,1.1,1.3,-7,-2,·,-0.31,0.9
O=c1c2ccccc2nc(N2CCCC2)n1-c1ccccc1,15,14,0.8,·,-2,-1,1,·,0.9
CC1=C(C(=O)Nc2ccccc2)SCCO1,-3,-1,1,1.1,-3,-8,0.9,·,1
c1ccc(CCN2CCC(N3CCN(c4ccccc4)CC3)CC2)cc1,-1,6,1,1.1,-9,-1,1.8,0.45,0.9
Cc1nc2ccccc2c(=O)n1-c1cccnc1,-6,-15,1.1,1,-12,-1,0.8,0.27,1.1
CNCCCc1ccccc1,-3,2,1,1.2,·,·,1,0.29,1
COc1ccc(CC2C(=O)N(C)C(=O)N(C)C2=O)c(OC)c1,-13,-10,1.1,0.9,0,0,1,0.11,1.1
CC(=O)OC1N=C(c2ccccc2)c2cc(C)ccc2NC1=O (configuration not stated),2,9,1,1.1,-11,3,0.9,-1.4,0.9
O=C(C1CCCN(c2nnc(-n3cccc3)s2)C1)N1CCC2(CC1)OCCO2 (configuration not stated),41,22,0.6,1,-1,1,1.6,0.24,0.8
CC(C)CCP(=O)(O)c1ccccc1,4,20,1,1,-6,2,1,2.4,0.8
Cc1cc(NC(=O)COC(=O)c2c(C)nn(Cc3ccccc3)c2Cl)no1,21,38,0.8,1.2,·,·,1,-0.75,0.6
COc1cccc(C2=NOC(C(=O)N3CCC4(CC3)OCCO4)C2)c1 (configuration not stated),67*,-2,0.3,1.5,22,-2,1.1,1.8,1
COc1ccc(-n2c(O)c(C(C)=NCc3ccco3)c(=O)[nH]c2=O)cc1,15,13,0.9,1.2,15,-2,0.9,0.49,0.9
COc1ccccc1-n1c(O)c(C=NCCN2CCNCC2)c(=O)[nH]c1=O,35,58*,0.7,1.1,·,·,0.9,0.2,0.4
O=c1cccc2n1CC1CC2CN(C(c2cccc(F)c2)c2sc3ncnn3c2O)C1 (configuration not stated),-18,-24,1.2,1.1,-46,-5,1.3,·,1.2
CC1=NOC2(C)Nc3ncnn3C(c3ccccc3)C12 (configuration not stated),5,-8,0.9,1,-4,-2,1.1,0.23,1.1
CC(=O)N1CC(=O)Nc2ccc(Cl)cc2C1c1ccc(F)cc1 (configuration not stated),9,1,0.9,1,-3,-5,1.2,-0.55,1
COC(=O)c1c(C)[nH]c(C(=O)C(Cc2ccccc2)N(C)C)c1C (configuration not stated),92*,92*,0.1,1.1,-21,6,1.6,-0.47,0.1
CCN1CCN(Cc2cc(C(C)(C)C)c(O)c(C(C)(C)C)c2)CC1,13,26,0.9,1.1,1,1,1.7,·,0.7
Cc1cc(OCC(=O)Nc2c(C)n(C)n(-c3ccccc3)c2=O)c2c3c(c(=O)oc2c1)CCC3,10,-2,0.9,1.1,4,3,1.5,·,1
CC(C(=O)N1CCC2(CC1)OCCO2)C1Sc2ccccc2NC1=O (configuration not stated),95*,13,0,1.1,7,1,1,0.74,0.9
O=c1[nH]c(=S)n(Cc2ccc(F)cc2)c(O)c1C=NCC1CCCO1 (configuration not stated),13,17,0.9,1,-9,1,1.2,0.13,0.8
CC(C)(C)N(NC(=O)c1ccccc1)C(=O)c1ccccc1,13,25,0.9,·,·,·,1,-0.15,0.7
Fc1ccc(CCNCc2ccc(Cl)c(Cl)c2)cc1,96*,7,0,·,·,·,0.9,2.1,0.9
CCC(=NCC1CCCO1)c1c(O)n(-c2ccc(Cl)cc2)c(=O)[nH]c1=O (configuration not stated),27,-21,0.7,1.1,-7,-2,1,0.36,1.2
CC(=NCc1ccc2c(c1)OCO2)c1c(O)n(C)c(=O)n(C)c1=O,7,23,0.9,1.1,·,·,0.7,0.43,0.8
Cc1ccccc1Cc1c(C)nc2nc(SCC(=O)N3CCC4(CC3)OCCO4)nn2c1C,47,89*,0.5,1.1,1,-1,1.6,1.1,0.1
CCCC(C)C1(CC)C(=O)NC(=Nc2ccc(F)cc2)NC1=O (configuration not stated),17,58*,0.8,1.1,-6,5,0.9,-1.2,0.4
Cc1ccc2c(c1)CC1(CN2C)C(=O)NC(=O)N(CCC2=CCCCC2)C1=O (configuration not stated),29,44,0.7,1.1,2,-5,1.3,-0.28,0.6
O=C(O)C(O)(c1ccccc1)C1CCCC1 (configuration not stated),3,24,1,1.2,-3,-4,1.1,-0.36,0.8
C[C@H]1CCC[C@H](O)CCCCCc2cc(O)cc(O)c2C(=O)O1,81*,44,0.2,0.8,1,-5,1.3,·,0.6
COc1ccc(CN2CCN(C(=O)COc3cccc(C)c3)CC2)c(OC)c1,12,-3,0.9,1.2,-9,12,1.7,1.7,1
CCOC(=O)C(O)(c1cn(C)c2ccccc12)C(F)(F)F (configuration not stated),9,-164,0.9,1.2,-22,-1,0.9,-0.11,2.6*
Nc1c(C(=O)NC2CCCC2)c2nc3ccccc3nc2n1CC1CCCO1 (configuration not stated),2,27,1,1.1,-1,0,1.6,-0.24,0.7
COCCCNC(=O)c1c(NC(=O)c2ccco2)n(Cc2ccccc2)c2nc3ccccc3nc12,9,39,0.9,1,1,0,1.5,0,0.6
CCOC(=O)C1=C(N)Oc2c(c(=O)oc3ccccc23)C12C(=O)N(C)c1ccccc12 (configuration not stated),10,31,0.9,1.2,16,2,1.4,-0.8,0.7
CC1CCCCN1CC(=O)c1ccc2cc[nH]c2c1 (configuration not stated),18,25,0.8,1.1,-5,7,1.4,·,0.7
CCOc1cccc(CNC2CN3CCC2CC3)c1 (configuration not stated),-19,-12,1.2,1.1,-44,0,0.8,0.33,1.1
CCC(C)N=Cc1c(O)n(-c2ccccc2)c(=O)[nH]c1=O (configuration not stated),27,13,0.7,1.1,-13,0,0.8,-0.19,0.9
Cc1ccc2c(c1)CC1(CN2C)C(=O)NC(=O)N(CCc2ccccc2)C1=O (configuration not stated),12,48,0.9,1.2,6,0,1.6,0.34,0.5
COc1ccc(C(=O)C(Cc2ccccc2)N(C)C)cc1 (configuration not stated),35,-2,0.6,1.2,-51,-1,1,0.45,1
Cc1nn(-c2ccccc2)c2c1C(c1ccc3c(c1)OCO3)SCC(=O)N2 (configuration not stated),90*,90*,0.1,0.9,-33,0,1.3,-1.9,0.1
COC(=O)C(O)(c1c[nH]c2ccccc12)C(F)(F)F (configuration not stated),16,-20,0.8,1.2,·,·,0.9,0.36,1.2
O=c1[nH]c(=O)n(Cc2ccccc2)c(O)c1C=NCCN1CCOCC1,3,-6,1,1.1,-11,2,0.9,0.09,1.1
CC(=NCCCN1CCOCC1)c1c(O)n(Cc2ccccc2)c(=O)[nH]c1=O,-13,-14,1.1,1,6,-1,1.2,0.57,1.1
CN1C(=O)C(Cc2nc3ccccc3c(=O)n2-c2ccccc2)c2ccccc21 (configuration not stated),26,44,0.7,·,·,·,1.2,-1.6,0.6
CSc1nnc([C@@H](N)Cc2ccccc2)o1,8,-3,0.9,1,-13,6,0.9,0.03,1
CC(Cc1ccccc1Sc1ccc(O)cc1)N(C)C (configuration not stated),24,-14,0.8,·,-14,-2,1.2,-0.67,1.1
COc1ccccc1NC1=NCCS1,-30,9,1.3,1.2,0,-4,0.8,-0.83,0.9
